High-throughput results as filed in PubChem BioAssay.
WT yeast gro inh = growth inhibition of WT strain, primary screen, mitochondrial fusion inhibitor project, WT and mutant strains, chemical genetic | mitochondrial fusion phenotypic screen | inhibition, % at 10 µM | 190,000 tested, 2.1% active | AID 1362, 2008; in the data active means inhibition above about 58%; tested in S. cerevisiae
MT stabilize HCS = microtubule stabilizers in HeLa cells, primary screen, imaging, high-content imaging. HeLa tubulin immunostaining HCS, 24 h; share of cells brighter than vehicle mean+2SD. % tubulin-high responders, % at 10 µM. 200,000 tested, 0.83% active;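 active means plate Z-score above 3 for both tubulin-high and condensed-nucleus cell shares, with cell loss under 80%, at 10 µM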;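 further: anti alpha tubulin signal scored within the nucleus-defined area of each cell; some results filed as inactive read as strong as hits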
Insulin prom up = insulin promoter activators in MIN6 cells, imaging, high-content screening, mouse beta cells; z-score at 5 µM; MIN6 insulin promoter-GFP reporter; active compounds read high; 190,000 tested, 0.3% active;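 active means z-score above 3 at 5 µM with at least 500 cells counted in the well; inconclusive means wells under 500 cells, flagged as cytotoxic or low count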
Yfh1-off respiration = enhancers of respiration in Yfh1-depleted yeast, dose response, Friedreich's ataxia, plus single-dose screen (AID 1465) | S. cerevisiae Yfh1-off respiration, WST-1 reduction, 72 h; higher fold induction means a stronger effect | fold induction at 50 µM, or EC50 in µM where a hit was titrated | 220,000 tested, 0.074% active;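 active means fold induction of absorbance versus untreated yeast above a set limit, then at least 30% activation at any dose in follow-up; inconclusive means repeats straddling the limit, or above it without dose testing; inactive means fold induction below the set limit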;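 further: activators that raise dye reduction in frataxin-depleted yeast; strong numbers were not always called active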
Autophagy mod = autophagy modulators in MEF cells, primary screen, imaging, high-content, MEF GFP-LC3; MEF GFP-LC3 puncta imaging; test concentration mostly 10 µM; calls only at 10 µM (by protocol); 190,000 tested, 0.98% active; AID 463193, 2010;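 active means percentage of spot-positive cells more than 3 SD above its plate mean, without a fluorescence outlier flag or 80% toxicity; inconclusive means no clear call, values can overlap the other calls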;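 further: spot-positive cell cutoff set from DMSO-treated cells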
HIV fusion peptide = inhibitors of HIV fusion peptide binding, primary screen, biochemical, uHTS, fluorescence dequenching (AID 1986). cell-free peptide binding, fluorescence dequenching, 30 min; higher % means a stronger effect. one-dose inhibition, % at 20 µM; IC50 in µM for titrated hits. 290,000 tested, 0.3% active; in the data active means inhibition mostly above about 52%, no sharp cut-off; inactive means mostly below about 76%; further: some results filed as inactive read as strong as hits
AID2073 = inhibitors of Mint1-CaV2.2 protein interaction, biochemical, HTRF (AID 2073) | one-dose inhibition, % at 20 µM; IC50 in µM for titrated hits | HTRF protein-protein interaction, Mint1-CaV2.2; higher % means a stronger effect | Voltage-dependent N-type calcium channel subunit alpha-1B (Homo sapiens) | 290,000 tested, 0.19% active; in the data active means inhibition mostly above about 51%, no sharp cut-off; inconclusive means no clear call, values can overlap the other calls; inactive means mostly below about 53%; further: some results filed as inactive read as strong as hits
bCat nuc transl = modulators of beta-catenin nuclear translocation, primary screen, imaging, HeLa cells, immunofluorescence, high-content; nuclear translocation activity, % at 5 µM; 190,000 tested, 0.3% active;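 active means nuclear translocation activity above 50% at 5 µM, with a well cell count of 50 or more; inconclusive means wells under 50 cells across six images, flagged as toxic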;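 further: per-cell ratio of nuclear to cytoplasmic median beta-catenin stain intensity; plate controls were DMSO negative control for no effect and GSK-3 inhibitor IX positive control for full effect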
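test system = HeLa cells, endogenous beta-catenin | dosing = single 5 µM dose plus 0.02–20 µM confirmation series | times = compound treatment 24 h, 37°C, 5% CO2 | technique = beta-catenin immunofluorescence imaging with DAPI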
Dynein cargo inh = inhibitors of GR-EGFP nuclear translocation, primary screen, dynein cargo transport inhibitor project, imaging, high-content, 3617.4 mouse cells; test concentration mostly 20 µM; stimulated with dexamethasone, 1 µM; active compounds read low; z-score, hits read low; 220,000 tested, 0.47% active; AID 1381, 2008;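 active means plate z-score of nuclear minus cytoplasmic receptor signal below a set negative limit, without overly bright fluorescence or cell loss, cut at about -3.5 in these data, passing the limit was not always enough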;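 further: z-score of nuclear minus cytoplasmic ring GR-EGFP intensity difference per well; some compounds called inactive have numbers as strong as hits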
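Also added – dexamethasone, 1.0 µM final · Buffer or medium – tet-free, stripped-serum medium · Schedule – induction 48 h, compound 1 h, agonist 30 min · Detection – formaldehyde fixation, Hoechst nuclear stain, 10x automated fluorescence imaging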
WT yeast gro inh mutant strain = second read-out of WT yeast gro inh, no call of its own (marks repeat the call); inhibition, %; mitochondrial fusion phenotypic screen, mutant strain inhibition
Dynein cargo inh cytoplasmic EGFP = further read-out of Dynein cargo inh, marked with its call; z-score; measured here: cytoplasmic GR-EGFP intensity; active compounds read high
Dynein cargo inh nuclear GR-EGFP = further read-out of Dynein cargo inh, marked with its call; z-score; measured here: nuclear GR-EGFP intensity;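 lower value marks the stronger effect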
Dynein cargo inh cell count = further read-out of Dynein cargo inh, marked with its call; z-score; measured here: cell count per field
Insulin prom up cell count = recorded beside Insulin prom up, whose call it bears; cell count; measured here: cytotoxicity, nuclei count;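 total cells summed across four imaged fields per well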
bCat nuc transl cell count 5 µM = further read-out of bCat nuc transl, marked with its call; cell count; measured here: cell count, cytotoxicity flag
MT stabilize HCS Hoechst-high % = second read-out of MT stabilize HCS, no call of its own (marks repeat the call); % Hoechst-high responders; measured here: nuclear condensation Hoechst responders;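 share of cells brighter than vehicle mean plus two SD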
MT stabilize HCS cytotoxicity % = also measured in MT stabilize HCS; calls as there; toxicity, %; measured here: cytotoxicity by cell density;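 0% = mean cell density of plate MIN control wells and 100% = no cells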
Autophagy mod cell loss 18 h = further read-out of Autophagy mod, marked with its call; toxicity, %; measured here: cell loss, nuclei count;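 cell loss after 18 h compound exposure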
* = called active by the depositor; i = inactive; u = inconclusive; x = not tested or not shown.

Fields – WT yeast gro inh, WT yeast gro inh mutant strain, MT stabilize HCS, MT stabilize HCS Hoechst-high %, MT stabilize HCS cytotoxicity %, Insulin prom up, Insulin prom up cell count, Yfh1-off respiration, Autophagy mod, Autophagy mod cell loss 18 h, HIV fusion peptide, AID2073, bCat nuc transl, bCat nuc transl cell count 5 µM, Dynein cargo inh, Dynein cargo inh cytoplasmic EGFP, Dynein cargo inh nuclear GR-EGFP, Dynein cargo inh cell count
> CN(C)/C=C(\C=O)c1ncc(C(F)(F)F)cc1Cl
    0, -18, 3.8, 2.4, 9.9, -0.31, 1188, i, i, -4, 0.1%, 2%, 1.2, 1119, -0.025, -0.3, 0.035, 0.41
> COc1ccc(NC(=O)C2=C(C)C(=O)OC23CCC(C)CC3)cc1Cl (stereo not drawn)
    -10, 15, 1.2, 2.0, 5.4, 0.97, 905, i, i, -2, 2.0%, -9%, x, x, -0.27, 0.13, 0.23, 0.026
> CSC1=NCCN1S(=O)(=O)c1ccc(NC(C)=O)cc1
    -2, -2, 4.0, 1.5, 7.6, -0.66, 1340, i, i, 7, -0.6%, -6%, 0.1, 813, -0.18, -0.28, -0.099, -0.21
> C=C(C)CN(CC)CCC(=O)Nc1ccc(OC)cc1OC
    16, 4, 2.1, 1.2, 2.8, 0.69, 888, i, i, -10, -2.9%, 2%, x, x, 0.19, -0.16, 0.38, 0.66
> CCOC(=O)c1c(N2C(=O)Nc3ccccc3N2O)sc2c1CCCC2
    -6, 9, 1.5, 1.9, 1.8, -0.19, 1342, i, i, 1, 7.3%, 16%, -3.1, 1140, -0.45, -0.23, 0.057, 0.53
> COC(=O)[C@@H]1C[C@@]2(O)[C@H](O)[C@H](O)[C@H](O)C[C@H]2N1C/C=C/c1ccccc1
    x, x, x, x, x, 0.09, 936, i, x, x, 1.3%, 2%, -2.2, 1149, 0.44, -0.78, 0.28, -0.48
> CC(=O)c1ccc(NC(=O)C2CCCN(C(=O)c3ccc(Cl)cc3)C2)cc1 (stereo not drawn)
    5, -16, 2.2, 1.8, 7.7, -0.02, 1622, i, i, 4, -1.6%, 1%, -1.2, 1134, -0.23, -0.11, -0.075, -0.16
> COC(=O)CCC(=O)COc1ccc(OC)cc1C#N
    91*, -11*, 3.3, 2.1, 8.7, 0.05, 1219, i, i, 23, 0.7%, 1%, -2.4, 1170, 0.12, -0.19, 0.13, -0.072
> Cc1ccc2cc(CN(CCN(C)C)C(=S)Nc3ccccc3)c(=O)[nH]c2c1C
    -18, -5, 3.5, 1.7, 3.8, -0.48, 1338, i, i, 14, -0.5%, -4%, 0.2, 1088, -0.21, 0.6, 0.29, 0.81
> COc1cccc(N2CCN(C(=O)c3[nH]c(C)c(C(C)=O)c3C)CC2)c1
    x, x, 29, 22, 70, -0.09, 1235, i, i, 16, -0.5%, 11%, 60*, 983*, -0.63, -0.17, 0.19, 0.59
> COc1ccc(OC)c(C2=C/C(=C/c3ccccn3)C(=O)O2)c1
    12, 3, 4.1, 1.6, 6.2, -0.06, 1283, i, i, -38, 42%, 32%, -0.4, 1076, -0.57, 10, 1.1, 0.11
> C=CCn1c(O)c(N=NC(=S)Nc2cccc(OC)c2)c2ccccc21
    -1, -57, 3.5, 3.3, 6.9, -3, 741, i, i, 33, 0.4%, -11%, -3.5, 625, -0.27, -0.15, 0.77, 0.18
> CCn1nc(NC(=O)c2ccccn2)c2cc3cccc(C)c3nc21
    8, 12, 2.3, 1.6, 0.7, 0.02, 1180, i, i, -6, -1.9%, 20%, -2.4, 838, 1.5, -0.13, 0.99, -1.4
> Cc1ccccc1-n1nc(C)c(N=O)c1N
    -11, 5, 4.6, 2.1, 1.0, -0.28, 1201, i, i, 1, -0.4%, -3%, 0.1, 1078, -0.87, -0.25, -0.83, 0.99
> O=C(NCCc1c[nH]c2ccccc12)/C(=C\c1cccnc1)NC(=O)c1ccccc1F
    x, x, x, x, x, -0.16, 1368, i, x, x, -0.7%, -6%, -3.2, 1121, -0.79, -0.25, -0.35, 0.83
> O=C(CCc1ccccc1)N1CCN(c2ccc(F)cc2)CC1
    1, 16, 4.5, 3.6, 9.0, -0.25, 1532, i, i, 15, -0.8%, 2%, -0.2, 1503, -0.47, -0.35, 0.11, 0.51
> O=C(Nc1ccccc1C(=O)NC(Cc1c[nH]c2ccccc12)C(=O)O)c1ccccc1 (stereo not drawn)
    x, x, x, x, x, 1.9, 1344, i, x, x, 5.6%, -5%, 1.1, 1307, 2.1, -0.034, 0.86, -1.3
> COc1ccccc1C(=O)NC(CCSC)C(=O)NCC(c1ccco1)N(C)C (stereo not drawn)
    5, 1, 3.3, 2.1, 7.5, 0.02, 1036, i, i, 4, 0.9%, -6%, -4.6, 946, -0.7, -0.39, -0.47, 0.52
> CCSc1nnc(NC(=O)CSc2nccn2-c2cccc(C)c2C)s1
    3, -11, 4.2, 1.7, 6.3, 0.66, 1266, i, i, -12, -1.8%, -11%, 3.9, 1374, -0.12, -0.2, 0.032, 0.54
> COc1cc(OC)cc(C(=O)N[C@H](C(=O)Nc2nnc(C3CC3)s2)C(C)C)c1
    -3, -1, 5.6, 2.0, 6.8, -0.01, 1377, i, i, 2, -0.9%, -4%, -3.8, 1152, 1.5, -0.14, 1, -0.97
> COc1ccc(N(CC(=O)NN=C2CCCC2)S(=O)(=O)c2ccccc2)cc1Cl
    -5, 13, 1.5, 1.5, 5.8, 0.04, 1272, i, i, -4, 0.6%, 5%, x, x, 0.0045, -0.23, -0.002, 0.89
> C(=C\c1ccccc1)/CN1CCN(Cc2ccc3c(c2)OCCO3)CC1
    5, 6, 2.2, 0.2, 44, 1.2, 1262, i, i, -2, -0.6%, 2%, x, x, 1.1, -0.14, 1.1, -0.27
> COc1ccc(N2CCN(CC(O)COc3ccc4c(c3)CCC4)CC2)cc1 (stereo not drawn)
    -4, 0, 0.7, 1.7, 7.8, x, x, i, i, -11, 1.1%, -3%, x, x, -0.68, -0.17, -0.34, 0.28
> Nc1nc(-c2cccnc2)nc2sc3c(c12)CCCC3
    5, 2, 2.7, 2.1, 0.4, -0.1, 1281, i, i, -7, -0.5%, 14%, 1.0, 1307, 0.0051, -0.38, 0.11, 1.2
> O=C(COC(=O)C1CC1)Nc1ccc2c(c1)OCO2
    12, -3, 1.0, 2.3, 9.5, -0.3, 1306, i, i, 3, 1.5%, 15%, -3.8, 1103, 0.056, -0.28, -0.0078, -0.17
> CCC(C)NS(=O)(=O)c1ccc(OCC(=O)NCc2ccc3c(c2)OCO3)cc1 (stereo not drawn)
    14, 10, 2.9, 1.7, 10, x, x, i, i, 4, -0.9%, 0%, x, x, -0.17, -0.19, 0.42, 2
> O=C(Nc1nccs1)c1ccc(S(=O)(=O)N2CCCCC2)cc1
    11, 7, 1.6, 3.0, 9.9, -0.13, 1856, i, i, 4, 1.1%, -1%, -0.8, 1060, 2.4, -0.14, 1.6, -0.96
> COc1ccc(S(=O)(=O)N2CCCCCC2)cc1C(=O)OCc1c(C)noc1C
    97*, 22*, 5.1, 2.6, 9.5, -0.34, 1181, i, i, 17, -0.3%, -7%, -0.6, 1219, -0.017, -0.17, 0.26, 0.48
> COC(=O)c1ccc(NC(=O)CSc2nncn2C)cc1
    -14, -16, 6.1, 3.6, 0.5, 0.03, 1544, i, i, 12, 1.7%, -2%, 1.1, 1420, -0.16, -0.49, 0.2, 0.56
> O=C(NNc1nc2cc3c(cc2s1)OCCO3)c1ccc(F)cc1
    -9, -31, 1.1, 1.5, 5.0, 0.11, 1452, u, i, -1, -1.6%, 31%, -5.6, 1066, -0.39, -0.23, -0.81, 0.81
> Cc1ccc(NC(=O)CSc2nnc(-c3ccncc3)o2)cc1C
    4, -7, 1.9, 1.2, 3.9, -0.28, 1554, i, i, 13, 0.5%, 0%, -2.0, 1032, 0.12, -0.28, 0.25, -0.15
> COc1cc(/C=N/N2CCN(c3ccccc3OC)CC2)ccc1O
    -3, -8, 3.7, 2.0, 3.6, 0.21, 1747, i, i, -22, -2.2%, -4%, -0.9, 1062, -0.57, -0.23, -0.59, 0.64
> CCCCn1nc(CC(=O)O)c2ccccc2c1=O
    -3, -1, 3.1, 1.2, 6.2, x, x, i, i, 5, 0.6%, 0%, -1.3, 1120, -0.22, -0.26, 0.13, 0.64
> Cc1nn(C)c(C)c1C(=O)NN
    -2, -9, 2.9, 2.8, 0.9, x, x, i, i, 3, 48%, -2%, -8.3, 1265, 0.71, -0.15, 0.37, -0.32
> Cc1ccc(C(C)C)c(OCC(=O)N2CCOCC2)c1
    6, 1, 2.6, 1.8, 2.3, -0.28, 1246, i, i, 32, -1.6%, -5%, -2.5, 1104, 0.88, -0.071, 0.8, 0.24
> CCC(C(=O)NC1CCCC1)N(Cc1cccs1)C(=O)Cn1nnc(-c2ccc(OC)c(OC)c2)n1 (stereo not drawn)
    4, -1, 2.5, 1.2, 8.9, x, x, i, i, 2, -0.4%, -1%, 4.6, 577, 0.66, -0.23, 0.12, -1
> COCCCNC(=O)CSc1ccc(Cl)cc1
    16, -2, 3.0, 1.3, 3.6, 0.09, 1293, i, i, 1, 1.5%, 7%, -1.6, 1154, -0.45, -0.24, -0.038, 0.57
